Source: PubChem
JMJD2C inh = blocks human GASC-1 demethylase activity; GST-JMJD2C(1-420) H3K9me3 demethylation, DELFIA europium; inhibition, % at 2.35 µM; AID 2099; 330,000 compounds, 0.069% hits;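 active = more than half of a compound's replicate wells show inhibition beyond 50%, single wells judged on their own value; inconclusive = some, but no more than half, of replicates pass 50% inhibition; inactive = no replicate passes 50% inhibition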;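 note: signal counts dimethyl H3K9 product captured on neutravidin plate; 0% = median of DMSO wells and 100% = 0.3 times that DMSO median; strong numbers were not always called active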
Target sequence (Q9H3R0 1-420 limits assumed): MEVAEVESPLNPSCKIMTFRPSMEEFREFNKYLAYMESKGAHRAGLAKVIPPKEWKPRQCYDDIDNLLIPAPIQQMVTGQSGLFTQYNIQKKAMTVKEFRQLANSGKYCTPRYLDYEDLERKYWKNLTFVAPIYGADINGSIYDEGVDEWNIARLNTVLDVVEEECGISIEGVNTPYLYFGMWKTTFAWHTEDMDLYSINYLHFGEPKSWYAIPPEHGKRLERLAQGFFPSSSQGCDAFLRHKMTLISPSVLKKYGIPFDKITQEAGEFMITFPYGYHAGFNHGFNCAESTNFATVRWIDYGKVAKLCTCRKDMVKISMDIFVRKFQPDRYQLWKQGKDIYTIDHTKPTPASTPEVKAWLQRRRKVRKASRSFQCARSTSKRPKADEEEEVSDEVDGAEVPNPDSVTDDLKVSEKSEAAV
LAP4-GFP MLPCN = modulators of TOR pathway LAP4-GFP in S. cerevisiae; 320,000 compounds, 0.34% hits; S. cerevisiae LAP4-GFP multiplex, flow cytometry GFP, 3 h; median GFP as percent of DMSO wells; GFP response vs DMSO, % at 10 µM; AID 2023;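 active = GFP response vs DMSO above a set limit, about the screen mean plus 3 SD, cut at about 150% in these data; inconclusive = under 70 cell events counted for the yeast strain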
AGP1 TOR yeast = alters AGP1-GFP fluorescence in TOR pathway yeast screen; S. cerevisiae AGP1-GFP multiplex flow cytometry, 3 h; GFP as percent of DMSO wells; GFP response vs DMSO, % at 10 µM; 320,000 compounds, 0.02% hits; AID 2066;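 active = GFP response relative to DMSO above a set limit, near screen average plus 3 SD, cut at about 150% in these data; inconclusive = fewer than 70 cells counted for the yeast strain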;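 note: median GFP channel fluorescence of the gated AGP1 strain per well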
CIT2-GFP yeast = modulators of TOR pathway CIT2-GFP in S. cerevisiae | GFP response vs DMSO, % at 10 µM | AID 2029 | 320,000 compounds, 0.065% hits | S. cerevisiae CIT2-GFP strain, flow cytometry, 3 h; 100 means same as DMSO wells;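 active = GFP response relative to DMSO above a set limit, near the screen mean plus 3 SD, cut at about 150% in these data; inconclusive = Fewer than 70 cells measured for a yeast strain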;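 note: ratio of well median GFP fluorescence to mean of DMSO wells on the plate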
GRK2 aptamer HTS = inhibitors of human GRK2 displacing RNA aptamer. P25098. bead flow cytometry, FAM-aptamer displacement from GRK2. inhibition of aptamer binding, % at 10 µM. 330,000 compounds, 0.59% hits. AID 488847;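 active = inhibition of aptamer binding above 40%, roughly 3 SD of noise, on plates passing a quality check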;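 note: median bead fluorescence of bound FAM aptamer so fluorescent compounds give negative values; no value below 0 was filed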
Target sequence (P25098 whole entry, looked up): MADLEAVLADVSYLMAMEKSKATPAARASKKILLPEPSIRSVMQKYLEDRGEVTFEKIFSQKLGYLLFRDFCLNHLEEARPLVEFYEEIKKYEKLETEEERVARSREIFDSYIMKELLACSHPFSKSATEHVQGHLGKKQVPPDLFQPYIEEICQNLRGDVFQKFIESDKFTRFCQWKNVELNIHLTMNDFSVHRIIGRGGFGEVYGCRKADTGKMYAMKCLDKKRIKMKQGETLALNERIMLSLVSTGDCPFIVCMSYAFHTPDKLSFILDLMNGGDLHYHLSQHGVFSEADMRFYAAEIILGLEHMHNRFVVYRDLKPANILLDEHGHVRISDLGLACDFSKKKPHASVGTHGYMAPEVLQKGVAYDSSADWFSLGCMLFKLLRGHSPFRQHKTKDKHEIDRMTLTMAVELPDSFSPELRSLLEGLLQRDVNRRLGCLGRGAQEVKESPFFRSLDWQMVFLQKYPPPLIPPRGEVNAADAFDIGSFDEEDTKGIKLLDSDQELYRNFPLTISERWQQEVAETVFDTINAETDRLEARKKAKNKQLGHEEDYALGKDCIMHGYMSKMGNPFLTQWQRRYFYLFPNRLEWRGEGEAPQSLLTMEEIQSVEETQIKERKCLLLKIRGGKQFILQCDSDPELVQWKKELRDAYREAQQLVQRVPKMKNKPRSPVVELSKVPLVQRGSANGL
VLA-4 inh = inhibition in a human VLA-4 binding assay. P13612. AID 2557. VLA-4 expressing cells, ligand binding flow cytometry. 330,000 compounds, 0.2% hits. inhibition, % (about 7 µM as worked out from the volumes in the protocol); in the data active = inhibition above about 50%
MEP2 TOR yeast = yeast TOR pathway MEP2-GFP modulation | S. cerevisiae MEP2-GFP strain, flow cytometry GFP, 3 h; 100% = DMSO control level | GFP response vs DMSO, % at 10 µM | 330,000 compounds, 0.51% hits;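 active = GFP response versus DMSO above a set limit, roughly screen mean plus 3 SD, cut at about 180% in these data; inconclusive = fewer than 70 cells counted for a yeast strain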;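 note: median GFP fluorescence of the barcode-gated MEP2-GFP cells per well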
RPL19A TOR yeast = alters RPL19A-GFP fluorescence in TOR pathway yeast screen; S. cerevisiae RPL19A-GFP strain, flow cytometry, 3 h; hits give low values; percent response vs DMSO, % at 10 µM; 330,000 compounds, 0.3% hits;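 active = percent response vs DMSO below 50%; inconclusive = fewer than 70 events counted for the yeast strain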;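 note: median channel GFP fluorescence of the barcoded RPL19A-GFP strain; ratio of sample median GFP to plate DMSO average so 100% = DMSO; lower means less RPL19A-GFP as with rapamycin TOR inhibition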
Active calls of the source: *; ? = inconclusive; · = not tested or not shown; & = joins results of further samples; ! = a repeat was not active; [ ] = remark or other dose.

RPL19A TOR yeast	LAP4-GFP MLPCN	MEP2 TOR yeast	JMJD2C inh	CIT2-GFP yeast	GRK2 aptamer HTS	AGP1 TOR yeast	VLA-4 inh	smiles
105	102	100	1	104	3	102	-5	CC(C)C(OC(=O)c1ccco1)C(=O)NCc1ccccc1 (stereo unspecified)
99	99	102	-9	103	0	98	-26	Cc1ccc(Cl)cc1NC(=O)Cn1cc2c(n1)CCCC2
60	109	107	14	76	0	22	-6	Cc1nn(-c2ccccc2[N+](=O)[O-])c(=O)c2ccccc12
101	101	107	-67	98	4	103	13	CCCCN(C(=O)COC(=O)c1ccc(C=O)cc1)c1c(N)n(CCC)c(=O)[nH]c1=O
99	133	94	2	121	0	91	4	CC(C)C[C@@H](CSc1ccccc1)N1CCN(CCc2ccccc2)CCC1=O
17*[may fluoresce violet]	83[may fluoresce violet]	294*[may fluoresce violet]	-2	?	13	?	-37	Cc1cccc(C(=O)N=c2c(C#N)cc3c(=O)n4cccc(C)c4nc3n2Cc2ccco2)c1
103	92	96	2	102	0	102	-5	C=C(C)Cn1c(C2CC(=O)N(Cc3ccccc3)C2)nc2ccccc21 (stereo unspecified)
105	110	101	-25	97	0	90	1	COC(=O)[C@]1(C)N[C@H](c2ccc(-c3ccc(F)cc3)cc2)[C@@H]2C(=O)N(C)C(=O)[C@@H]21
103	100	102	14	102	0	97	16	O=S(=O)(c1cccc2ccccc12)n1nnc2ccccc21
98	112	106	2	99	0	102	12	COc1ccc(NS(=O)(=O)c2cn(C)nc2C)cc1
97	105	102	0	97	3	103	5	CCOc1ccc(C2C(C#N)=C(N)Oc3n[nH]c(C)c32)cc1OC(=O)C1CC1 (stereo unspecified)
102	90	105	1	105	0	100	2	COc1cccc(CN2CCN(Cc3nc(-c4cccc(F)c4F)oc3C)CC2=O)c1
99	103	106	4	103	0	106	12	O=C(CSc1ccc(-c2ccncc2)nn1)N1CCN(c2ccccc2)CC1
95	105	108	21	101	0	102	-5	Cc1onc(-c2ccccc2)c1C(=O)N1CCN(S(=O)(=O)c2ccc(Cl)cc2)CC1
102	95	99	4	93	0	99	-2	O=C(O)C1CCCN(S(=O)(=O)c2ccc(-c3ccc(=O)[nH]n3)s2)C1 (stereo unspecified)
100	99	99	-7	102	1	100	-5	CC(Nc1ncnc2ccccc12)c1ccccc1 (stereo unspecified)
104	85	99	2	·	0	103	-8	CCc1c(C)c(C#N)c2nc3ccccc3n2c1N1CCN(c2cc(C)ccn2)CC1
98	101	108	-13	100	0	100	8	COC(=O)c1ccc(CN2C(=O)C3CCCCC3C2=O)o1 (stereo unspecified)
104	100	99	87	96	3	106	-6	Cc1ccc(SCc2[nH]nc3c2C2(C(=O)N(C)c4ccccc42)C(C#N)=C(N)O3)cc1 (stereo unspecified)
100	105	103	-18	104	5	103	-1	CCOC(=O)c1[nH]c2ccc(OC)cc2c1NC(=O)CCN1CCCC(C)C1 (stereo unspecified)
101	106	107	12	101	0	101	13	CCn1c(SCC(=O)N2CC(=O)Nc3ccccc32)nnc1-c1ccoc1C
99	102	99	3	103	2	100	2	O=C(O)C(Cc1ccc(O)cc1)N1C(=O)C2CCCCC2C1=O (stereo unspecified)
96	100	96	20	85	1	95	32	Nc1scc2c(C(=O)N/N=C/c3ccc(Cl)cc3)nn(-c3ccccc3)c(=O)c12
107	94	103	0	102	3	100	4	Cc1cccc(NC(=O)CN2CCOCC2)c1C
102	100	102	-1	98	18	102	12	O=C(/C=C/c1cccc([N+](=O)[O-])c1)NC(=S)Nc1cccc(NC(=O)c2ccccc2Cl)c1
99	106	93	-12	96	0	101	-2	Nc1c(Cl)ncnc1N/N=C/c1ccc(O)cc1
91	115	97	-4	86	0	94	-8	CC(=O)Nc1ccc(Nc2nc3ccccc3nc2NS(=O)(=O)c2ccccc2)cc1
100	87	86	-13	80	1	92	17	O=C(O)CCC(=O)NC(c1ccccc1)c1ccccc1
103	101	103	3	102	0	102	3	CCCCNC(=O)CNC(=S)N(CCCN1CCOCC1)Cc1cccs1
103	101	106	4	101	2	108	15	CC(C)CCCN1C(N(C)C)=NC[C@@H]1C
102	100	108	3	104	0	99	11	Nc1n[nH]c(N)c1N=Nc1ccccc1F
99	100	93	-5	89	0	99	23	CCN(CC(=O)Nc1ccc(OC)cc1)C(=O)c1ccc2c(=O)n3c(nc2c1)CCC3

Pulled by compound from above, two records:
RPL19A TOR yeast	LAP4-GFP MLPCN	MEP2 TOR yeast	JMJD2C inh	CIT2-GFP yeast	GRK2 aptamer HTS	AGP1 TOR yeast	VLA-4 inh	smiles
102	100	108	3	104	0	99	11	Nc1n[nH]c(N)c1N=Nc1ccccc1F
100	87	86	-13	80	1	92	17	O=C(O)CCC(=O)NC(c1ccccc1)c1ccccc1

More entries follow:
RPL19A TOR yeast	LAP4-GFP MLPCN	MEP2 TOR yeast	JMJD2C inh	CIT2-GFP yeast	GRK2 aptamer HTS	AGP1 TOR yeast	VLA-4 inh	smiles
103	96	98	-1	102	0	106	4	CC(=O)Nc1ccc(N=c2cc([N+](=O)[O-])cc(Cl)n2O)cc1
95	101	102	3	101	4	101	-5	NS(=O)(=O)c1ccc(CCNC(=O)CCCn2c(SCC(=O)N3CCCC3)nc3ccsc3c2=O)cc1
99	103	104	0	91	3	96	-4	Cc1ccc(S(=O)(=O)n2c(CN3CCCC(C)C3)nc3ccccc32)cc1 (stereo unspecified)
103	103	107	4	105	0	105	-10	CC(=O)c1cccc(Nc2ncnc3ccc(Br)cc23)c1
97	128	92	-2	90	3	86	49	CC(C)(C#N)Cc1cc(CC(C)(C)C#N)cc(C(C)(C)C)c1
93	91	100	0	92	2	94	-2	O=C(Nc1ccc(Cl)cc1)C1CCCN(C2=NS(=O)(=O)c3ccccc32)C1 (stereo unspecified)
103	101	101	-37	104	0	103	5	COc1cc2c(cc1OC)C(C(=O)N1CCOCC1)C(c1cccs1)N(C)C2=O (stereo unspecified)
105	103	103	-3	103	2	97	-13	O=C(c1ccccc1)c1ccc(OC(=O)N2CCCC2)cc1
99	98	103	-9	104	0	102	17	O=C1c2ccccc2NC(c2ccccc2Cl)N1N=C1CCCCCC1 (stereo unspecified)
94	105	102	11	97	0	97	4	CC1(C)CC(=O)c2cc(OCC(=O)N3CCN(c4ccccc4F)CC3)ccc2O1
96	96	91	13	92	0	97	2	CCCC(=O)NCCSC
106	101	103	-11	103	0	107	45	COCCCNC(=O)CN1C(=O)/C(=C/c2ccccc2C)Sc2ccccc21
106	103	107	2	108	0	103	5	Cn1c(=O)c2c(nc(SCc3ccc(C(=O)O)cc3)n2C)n(C)c1=O
98	104	116	38	112	0	110	5	c1ccc(-c2ccccc2OCCN2CCCC2)cc1
101	107	101	1	93	0	100	-8	CCSc1nnc(NC(=O)C(CC)Oc2ccccc2)s1 (stereo unspecified)
104	94	88	10	105	0	99	-4	C#CCOc1ccccc1CNC1CCN(Cc2ccccc2)CC1
106	92	111	0	102	13	101	4	COC(=O)c1c(NC(=O)COC(=O)c2ccc(O)cc2)sc2c1CCCCC2
110&103	101&100	118&100	-13&-5	100&94	55*!	106&99	3&8	O=C(O)c1cc(-c2ccco2)nc2ccc(Br)cc12
102	99	101	-5	109	0	102	-13	COc1cccc(CN=CC2=C(O)CC(C)(C)CC2=O)c1OC
105	104	114	-12	103	4	104	11	CC(Cc1c[nH]c2ccccc12)NC(N)=O (stereo unspecified)
102	108	110	9	108	0	·	4	Cc1cccc2cc3c(NC(=O)CC(C)C)nn(C)c3nc12
114	107	111	-1	109	0	126	-6	Nn1cc(-c2ccccc2)nc1SCC(=O)NCC(F)(F)F
99	99	99	2	99	0	104	13	COc1cccc(-n2c(C)n[nH]c2=O)c1
105	95	105	-4	104	0	105	3	COc1ccc(C2=CSC3=NCCN23)cc1Cl
96	95	90	4	102	0	101	0	CNc1nc2cccnc2s1
102	105	114	5	111	2	101	-8	COc1cc(OC)c(C(=O)Nc2ccccc2-c2ccccc2)cc1OC
93	104	93	-26	90	2	102	8	Cc1ccccc1C(=O)Nc1nnc(-c2ccncc2)o1
96	97	111	2	103	3	99	13	CCOC(=O)c1cc(-c2ccccc2)sc1NC(=S)Nc1cc(C)ccn1
100	97	103	18	104	0	102	3	CCc1cc(/C(Cc2cscn2)=N\O)c(O)cc1O
100	95	100	11	94	0	103	18	Clc1ccccc1CSc1nnc(-c2cccnc2)n1Cc1ccco1
101	98	98	-9	95	0	102	5	O=C(Oc1ccc(Cl)cc1)N1CCCCC1
105	94	98	-6	100	0	101	7	CCOC(=O)CNC(=S)N(CCCN1CCCCC1)Cc1cccs1
102	102	105	11	112	0	108	0	C=CCn1c(SCC(=O)c2c(N)n(C)c(=O)n(C)c2=O)nc2sc(C)c(C)c2c1=O
116	107	115	-2	111	2	111	7	Cc1oc2c(c(C)cc3oc(=O)c(CC(=O)N[C@H](C(=O)O)C(C)C)c(C)c32)c1C
91	93	95	8	92	1	93	7	CCOC(=O)C1=C(C)NC(=O)NC1c1cc(Br)c(O)c(OC)c1 (stereo unspecified)
95	103	108	6	92	3	98	3	CC(C)(C)N(Cc1ccccc1)C(=O)COC(=O)CN1C(=O)NC2(CCCC2)C1=O
107	91	104	2	103	7	105	4	O=C(N/N=C/c1c[nH]c2ccccc12)C1CC(=O)N(c2ccccc2)C1 (stereo unspecified)
107	77	98	-7	96	0	96	0	CC(NC(=O)c1cc(-c2ccncc2)nc2ccc(Br)cc12)C1CCCO1 (stereo unspecified)
104	107	101	2	104	2	112	-1	CCCCN(C(=O)c1cccc(S(=O)(=O)N2CCN(C)CC2)c1)c1c(N)n(CCC)c(=O)[nH]c1=O
98	90	96	-31	94	3	99	-5	COc1ccc(CC(=O)N2CCN(C(=O)Cc3ccc(OC)cc3)CC2)cc1
101	96	101	-8	96	0	102	14	CSc1nnc(-c2sc3cc(C(F)(F)F)cnc3c2-c2cccnc2)n1C
102	93	99	38	99	0	98	-6	CN(C)CCCNc1nc(-c2ccc(Cl)cc2)nc2ccccc12
99	106	97	14	105	0	97	-4	COc1ccc(OC)c(NC(=O)COC(=O)C2CCC2)c1
105	100	102	0	110	0	100	3	CCOC(=O)C(C)Oc1c(Br)cc(C2NC(=O)NC(C)=C2C(C)=O)cc1OCC (stereo unspecified)
97	101	102	-4	103	1	101	-4	COc1ccc(N2CCN(CC(O)c3c[nH]c4ccc(OC)cc34)CC2C)cc1 (stereo unspecified)
89	94	90	-8	92	0	100	-16	N#CCCN(C(=O)COC(=O)c1ccc(S(=O)(=O)N2CCCCCC2)cc1)c1ccccc1
100	102	110	-3	99	6	100	15	C=CCN(C(=O)c1csnn1)C(C(=O)NC1CCCC1)c1ccccc1F (stereo unspecified)
103	100	123	-13	108	0	103	18	Cc1ccc(NC(=S)NC(=O)c2ccc(F)cc2)cc1S(=O)(=O)Nc1ccccc1Cl
88	98	93	12	98	4	97	-1	COc1ccc(CCCc2nnc(SCc3nc4ccccc4c(=O)[nH]3)n2C)cc1
99	106	99	-12	98	0	106	3	O=c1c2c(nc3cc(-c4cccc(Cl)c4)[nH]n13)CCCC2
101	87	102	9	101	2	93	8	O=C(NNC(=O)c1ccccc1-c1ccccc1C(=O)O)c1cccc([N+](=O)[O-])c1
